# hgDAF-12 ag: hgDAF-12 agonism, primary luciferase screen. HEK293 GAL4-hgDAF12 UAS-luciferase reporter, agonist luminescence; normalized to butyrate control. activation, % at 6.8 µM. hit rate 1.8% among 370,000. AID 687014;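 active means activation above a cutoff set at the mean of all screened compounds plus 3 SD, cut at about 10% in these data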;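 further: 0% = DMSO wells and 100% = sodium butyrate wells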
# GAA850 FXN act: activators of GAA850 frataxin (FXN) promoter; HEK293 lucGAA850 FXN promoter luciferase reporter, 24 h; percent of 10 µM SAHA response; activation, % at 6 µM; hit rate 0.56% among 360,000; AID 540364;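 active means activation above the average of all compounds screened plus 3 SD, cutoff fixed separately per campaign, cut at about 7.5% in these data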;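 further: 0% = DMSO wells and 100% = 10 µM SAHA wells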
# DAX1 inh-1: DAX1 (NR0B1) inhibition, primary screen; HEK293T StAR-luciferase reporter, SF-1/DAX-1 repression relief; inhibition, % at 6.8 µM; hit rate 1.1% among 370,000; AID 652010;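 active means inhibition above the mean over all tested compounds plus 3 SD, cut at about 3.6% in these data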;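 further: 0% = DAX-1 cells with DMSO and 100% = cells lacking DAX-1 with DMSO; higher inhibition means more luminescence from relief of DAX-1 repression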
# sPLA2-III inh: Inhibits HGIII-sPLA2 liposome hydrolysis, primary screen. Q9NZ20. QFRET BODIPY PC-A2 liposome hydrolysis, fluorescence. inhibition, % at 12.2 µM. hit rate 0.56% among 370,000;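 active means inhibition above mean plus 3 SD of compounds lying within the high and low control bounds, cut at about 19% in these data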;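 further: 0% = median of test compound wells and 100% = no enzyme DMSO wells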
# Target sequence (Q9NZ20 whole entry, looked up): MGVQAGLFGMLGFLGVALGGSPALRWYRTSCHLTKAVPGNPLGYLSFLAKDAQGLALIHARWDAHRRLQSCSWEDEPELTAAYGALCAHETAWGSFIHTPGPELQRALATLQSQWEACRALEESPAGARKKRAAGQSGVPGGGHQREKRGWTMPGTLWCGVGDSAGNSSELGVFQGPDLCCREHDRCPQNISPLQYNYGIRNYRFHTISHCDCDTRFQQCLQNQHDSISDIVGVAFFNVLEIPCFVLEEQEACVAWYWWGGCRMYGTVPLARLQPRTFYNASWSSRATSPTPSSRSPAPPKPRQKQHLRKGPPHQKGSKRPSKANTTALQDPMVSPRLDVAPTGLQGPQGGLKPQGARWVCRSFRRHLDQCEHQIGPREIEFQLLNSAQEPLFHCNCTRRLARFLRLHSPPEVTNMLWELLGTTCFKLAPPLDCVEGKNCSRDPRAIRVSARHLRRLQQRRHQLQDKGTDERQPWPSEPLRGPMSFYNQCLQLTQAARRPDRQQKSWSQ
# SMARCA2 activ: SMARCA2 function activation, primary screen | MG213 cells, MMTV-luciferase reporter, dexamethasone, overnight | activation, % at 9.1 µM | hit rate 1% among 370,000 | AID 652017; in the data active means activation above about 7.8%;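 further: 0% = vehicle wells and 100% = reference activator wells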
# NPR1 activator: GC-A (human) enzyme activation. HEK293 GC-A cells, cGMP TR-FRET, EC30 ANP; 0% at EC30 ANP, 100% saturating ANP. activation, % at 10 µM. hit rate 0.14% among 370,000; in the data active means activation above about 40%
# ssDAF-12 act: S. stercoralis DAF-12 activation, primary screen; hit rate 1% among 370,000; AID 652126; activation, % at 6.8 µM; HEK293 ssDAF-12/GRIP1 lit1-tk-luc reporter, luminescence; % of 3 µM dafachronic acid response;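 active means activation above the mean over all tested compounds plus 3 SD, cut at about 0.9% in these data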;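 further: 0% = DMSO-only wells and 100% = 3 µM delta7-dafachronic acid wells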
# hcDAF-12 act: H. contortus DAF-12 activation, primary screen; HEK293 hcDAF-12 lit1-tk-luc reporter, luminescence; 0% DMSO, 100% Δ7-dafachronic acid; AID 652067; activation, % at 6.8 µM; hit rate 1.4% among 370,000;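 active means activation above the mean of all tested compounds plus 3 SD, cut at about 5.5% in these data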;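 further: 100% = response to 3 µM Δ7-dafachronic acid high control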
# proKLK7 act: activators of human kallikrein-7 zymogen | P49862 | AID 652039 | purified proKLK7, EDANS-DABCYL substrate fluorescence; 100% is mature enzyme control, 0% vehicle | hit rate 0.9% among 370,000 | activation, % at 7 µM;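 active means activation above the mean of all tested compounds plus 3 SD, computed per campaign excluding outliers beyond control limits, cut at about 13% in these data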
# Target sequence (P49862 whole entry, looked up): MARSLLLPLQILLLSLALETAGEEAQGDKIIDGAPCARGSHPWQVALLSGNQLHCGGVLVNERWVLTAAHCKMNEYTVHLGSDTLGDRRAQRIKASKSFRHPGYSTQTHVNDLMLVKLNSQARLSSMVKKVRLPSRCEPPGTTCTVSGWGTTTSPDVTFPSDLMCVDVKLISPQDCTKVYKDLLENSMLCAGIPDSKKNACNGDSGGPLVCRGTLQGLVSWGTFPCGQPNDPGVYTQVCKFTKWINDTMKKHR
# DAX1 inh-2: inhibitors of human orphan nuclear receptor DAX1 (NR0B1); HEK293 Gal4-DAX1 luciferase reporter, luminescence; inhibition, % at 6.75 µM; hit rate 0.99% among 340,000; AID 504766;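 active means inhibition above the mean over all tested compounds plus 3 SD, cut at about 4.2% in these data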;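 further: 0% = DAX1-transfected cells with DMSO and 100% = empty-vector control cells with DMSO; inhibition shows as a rise in luminescence from relieved DAX1 repression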
# Target sequence (P51843 207-470 limits assumed): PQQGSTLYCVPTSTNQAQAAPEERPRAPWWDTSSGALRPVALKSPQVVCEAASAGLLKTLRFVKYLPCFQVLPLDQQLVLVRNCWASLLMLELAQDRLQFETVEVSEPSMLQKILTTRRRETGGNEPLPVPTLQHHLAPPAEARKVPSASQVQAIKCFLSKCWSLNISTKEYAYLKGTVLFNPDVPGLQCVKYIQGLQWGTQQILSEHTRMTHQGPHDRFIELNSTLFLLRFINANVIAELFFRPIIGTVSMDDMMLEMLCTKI
# NPR2 activator: GC-B (human) receptor activation. P20594. HEK293-GC-B cells, CNP EC30, cGMP TR-FRET; 0% at EC30 CNP, 100% saturating CNP. activation, % at 10 µM. hit rate 0.11% among 370,000. AID 1920062;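 active means activation at 10 µM reaching about 35% in either raw or pattern-adjusted values, limit read from the data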
# * = called active by the depositor; nt = no result given.
SMILES,hgDAF-12 ag,GAA850 FXN act,DAX1 inh-1,sPLA2-III inh,SMARCA2 activ,NPR1 activator,ssDAF-12 act,hcDAF-12 act,proKLK7 act,DAX1 inh-2,NPR2 activator
COc1ccc(-c2c(C)cc3oc(=O)cc(-c4ccccc4)c3c2C)cc1,-1.7,0.8,-3.9,4.9,-4.3,0.8,-1.5,-1.2,-2.4,0.3,-8.3
COc1ccccc1OCCn1cc(/C=N/n2cnnc2)c2ccccc21,-0.1,3.5,-0.4,-11.9,-1.2,-16.1,-1.9,-2.5,-0.5,-1.7,-14.3
CCOC(=O)c1nnn(-c2nonc2NC(C)=O)c1C,-1.4,0.3,-0.6,9.6,-0.8,-1.4,-1.4,-1.1,0.1,0.8,1.0
CC(C)N(Cc1nc(-c2ccc(Cl)cc2)no1)C(=O)/C=C/c1ccccc1,-1.3,-0.1,0.0,-4.4,-2.0,0.2,-1.2,-0.2,-0.2,2.4,-0.7
COc1ccc2c(c1)[nH]c1c(=O)n(CCC3=CCCCC3)cnc12,0.8,5.2,-0.3,4.2,-5.1,0.5,-0.9,0.4,0.1,-0.5,-3.1
Cc1ccc2cc3cc(C(=O)N(CC(=O)NC4CCCC4)c4cccc(C)c4C)sc3nc2c1,1.3,-1.9,-0.1,-2.8,2.3,-1.8,-1.5,-1.6,-0.8,0.8,5.1
CCC(=O)Nc1cc(C(=O)O)ccc1Sc1ccc(Cl)cc1,-0.7,1.6,-0.3,-5.6,-0.9,9.1,-0.6,0.0,-0.7,3.8,-2.6
COc1cc2oc(=O)cc(-c3ccc(-c4ccc(F)c(Cl)c4)cc3)c2c(OC)c1OC,0.5,1.1,0.1,1.8,0.4,2.0,-0.7,0.3,0.0,-0.1,-1.4
CCCSC1=C(C#N)C(c2cccnc2)C(C(=O)OCC)=C(c2ccccc2)N1 (stereo unspecified),-1.3,-3.0,-0.4,-15.8,2.6,-11.9,-1.1,-1.8,-0.1,0.2,-16.1
CCN1C(=O)CC(N2CCC(C(=O)N3CCOCC3)CC2)C1=O (stereo unspecified),-2.7,-0.7,-0.3,15.5,-0.3,0.6,-1.3,-1.2,-0.2,0.5,5.1
COC(=O)c1ccc(NC(=O)Nc2ccc(F)c(Cl)c2)cc1,4.3,2.9,-0.5,-62.5,-4.2,1.6,-1.0,3.4,0.1,0.4,-0.9
Cc1onc(-c2c(F)cccc2Cl)c1-c1ncc(-c2ccc(Cl)cc2)o1,-2.9,nt,0.3,7.1,3.7,0.1,-0.2,0.6,-0.4,nt,-5.8
Cc1c(C(=O)NCc2ccccc2C(F)(F)F)sc(=O)n1Cc1ccc(F)cc1,-1.1,-2.4,-1.8,-4.9,-0.5,0.2,-1.0,2.1,0.1,nt,-1.9
COc1cccc(C(=O)Nc2c3c(nc4c2CCC4)CCCC3)c1,-2.4,2.7,-0.3,6.9,-3.7,-2.9,-0.6,-0.1,-0.3,-0.6,0.4
O=C(/C=C/c1ccccc1Cl)c1ccc(O)cc1,4.4,1.5,0.1,-15.6,4.0,6.1,-0.8,-0.3,-0.2,0.8,2.4
COCCCn1cc(CN2CC=CS2(=O)=O)nn1,-1.3,nt,-0.1,21.1*,1.0,4.5,0.1,-2.8,0.2,nt,-3.4
CCCCN(CC)CCCNC(=O)c1csc2c1CCCCC2,-0.8,0.1,-0.3,-8.0,2.2,0.2,-1.4,-1.4,-0.5,-0.3,-0.6
CCOc1cc(C(=O)Nc2ccc(S(=O)(=O)Nc3onc(C)c3C)cc2)cc(OCC)c1OCC,-1.3,-1.5,0.4,-43.4,-0.7,-3.5,-0.8,0.3,0.0,-2.0,-2.8
Cc1ccc(-n2ncc3c(=O)[nH]cnc32)c(C)c1,0.8,1.0,0.4,-0.3,-0.4,-3.1,-0.6,0.0,0.2,-0.9,2.3
Cc1oc2cc3oc(=O)c(CC(=O)NCCC(=O)O)c(C)c3cc2c1C,-0.3,1.4,-0.3,-3.4,-1.7,0.5,-0.9,0.8,1.6,1.0,2.5
O=C(Oc1ccc2c(=O)c(Oc3ccc4ccccc4c3)coc2c1)c1cncc(Br)c1,2.6,0.6,0.3,-6.7,-1.4,2.4,-0.7,-0.5,-6.6,-0.4,1.7
COC(=O)c1cc2ccsc2n1CC(=O)Nc1ccc(N(C)C)cc1,1.4,0.2,0.6,12.3,-0.8,1.6,-1.0,-0.9,0.2,-0.6,0.2
COc1ccccc1N1CCN(C(=O)CSc2nc3ccccc3o2)CC1,-0.3,-2.3,-1.6,-0.2,0.3,1.3,-1.0,-0.5,-0.6,-0.1,0.2
CS(=O)(=O)N(CC(=O)Nc1ccccc1C(=O)NCc1ccco1)c1ccc2c(c1)OCCO2,-2.2,-5.4,-1.2,-5.7,-2.6,-1.4,-1.7,-0.5,0.4,0.7,3.0
COc1cccc(NC(=S)NCc2cccnc2)c1,1.1,1.2,-1.2,4.1,0.6,6.0,-0.9,-1.1,-0.3,-0.8,0.3
COc1ccc(N(CC(=O)Nc2ccc(C)c(C)c2)S(=O)(=O)c2c(C)n[nH]c2C)cc1,-3.9,0.3,-0.9,-30.2,-1.5,-0.7,-1.0,-1.0,0.1,-0.2,4.0
O=C(COC(=O)c1cc(-c2ccccc2Cl)nc2ccccc12)Nc1ncc(C(F)(F)F)cc1Cl,1.4,2.9,0.8,2.4,-2.5,6.1,-1.2,0.9,-0.4,-0.6,1.0
CCC(=O)C1=C(N2CCCC2)CC(C)(C)CC1=O,-1.1,0.9,0.3,5.8,1.6,2.0,-1.2,-0.2,-0.2,0.4,2.7
O=C(COC(=O)Cc1ccsc1)NC1CCCCCC1,-0.4,0.1,-0.3,3.6,1.1,1.9,-0.1,-1.4,-0.5,-0.8,2.1
O=C(Nc1ccccc1C(=O)O)c1cc(S(=O)(=O)NCc2ccccc2)ccc1Cl,-1.0,-1.1,-0.2,-29.0,2.5,2.0,-1.1,-2.1,0.7,-1.5,5.0
O=C(NCc1ccc(Cl)cc1)C(=O)NCC1OCCN1S(=O)(=O)c1ccc2c(c1)OCCO2 (stereo unspecified),-2.7,-1.2,-1.4,1.0,-2.6,-0.1,-0.9,-3.2,0.1,1.1,5.8
COc1cccc(NC(=O)CN(C)C(=O)CCNS(=O)(=O)c2ccc(C)cc2)c1,-3.4,1.5,1.9,7.3,-2.6,0.4,-1.5,-1.4,0.2,-0.6,1.4
COc1ccc(CN(C)C[C@@H]2OCCCC[C@H](C)Oc3ccc(NC(=O)Cc4ccccc4)cc3C(=O)N([C@@H](C)CO)C[C@@H]2C)cc1,-1.4,-5.7,0.3,-6.1,-2.6,-1.4,-1.5,-0.3,0.8,-0.2,0.2
COc1ccc(C(=O)CSc2nc3cccnc3n2C)cc1,-0.5,-0.3,-1.0,-8.2,-4.4,-2.2,-1.1,-3.6,-0.2,-2.0,-2.0
COCCNc1nnc(SC(C)C(=O)Nc2ccc(-c3nc4ccc(C)cc4s3)cc2)s1 (stereo unspecified),9.2,8.8*,2.3,-11.7,-0.5,9.8,-0.1,3.5,-0.7,0.1,0.9
O=C(N/N=C/c1cccnc1)c1cccc(Br)c1,1.4,-0.8,0.6,-0.1,-1.7,1.6,-1.2,3.3,0.2,2.0,-2.2
Cc1ccc(-c2ccc(SCC(=O)N3CCN(c4ccccc4)CC3)nn2)cc1,2.7,-0.3,0.7,-10.3,4.1,-1.5,-0.6,1.9,-1.0,0.8,-3.5
Cc1cccc(C)c1NC(=O)C(=O)NCC1CCCN1S(=O)(=O)c1cccs1 (stereo unspecified),-0.8,1.2,-0.9,18.1,-2.9,3.6,-0.8,-2.3,-0.2,-0.1,5.9
NC(=O)C(NN=C(c1ccccc1)c1ccccc1)c1ccccc1 (stereo unspecified),2.3,-0.6,0.0,-3.1,-4.2,-14.9,-0.8,-0.9,0.2,-0.6,-3.9
COc1ccc(C2(c3ccc(OC)cc3)NC(=O)N(CC(=O)N(C)C)C2=O)cc1,-2.2,1.1,-0.1,7.0,-2.7,3.0,-1.3,-0.1,0.5,-1.4,9.5

# Looked up above:
# GAA850 FXN act, `COc1cccc(NC(=O)CN(C)C(=O)CCNS(=O)(=O)c2ccc(C)cc2)c1` = 1.5
# NPR2 activator, `COc1ccc(C(=O)CSc2nc3cccnc3n2C)cc1` = -2.0

# Next section.
SMILES,hgDAF-12 ag,GAA850 FXN act,DAX1 inh-1,sPLA2-III inh,SMARCA2 activ,NPR1 activator,ssDAF-12 act,hcDAF-12 act,proKLK7 act,DAX1 inh-2,NPR2 activator
O=S(=O)(c1ccc(N2CCN(S(=O)(=O)c3ccc4c(c3)OCCO4)CC2)nc1)N1CCCC1,-1.7,0.7,-0.6,0.7,-3.4,3.2,-1.2,0.5,0.5,-0.4,-3.8
CCCn1cc(CN2CCc3ccc(NC(=O)C4CCCO4)cc3C2)c(C)n1 (stereo unspecified),-1.7,0.6,-0.5,-2.6,0.2,4.2,-0.9,-2.3,0.0,2.1,-8.7
Cc1ccnc(NC(=S)NC(=O)/C=C/c2ccco2)c1,6.7,3.5,0.6,-0.9,8.0*,-2.5,-0.3,2.7,1.4,2.4,1.7
C=CCn1c(SCc2ccc(Cl)cc2)nc2c1c(=O)[nH]c(=O)n2C,-0.4,5.9,0.1,-3.2,-0.8,-20.7,-1.5,-1.8,0.0,2.6,-25.1
Cc1nc2c(-c3ccc(F)cc3)cnn2c2c1CCC2,0.9,8.2*,1.2,10.8,2.0,-1.6,0.2,5.7*,-0.8,0.5,-12.1
Cc1ccc(-n2nnnc2SCC(=O)c2ccc3c(c2)NC(=O)CO3)c(C)c1,-1.5,-1.2,-0.7,-37.0,-2.1,-2.3,-1.1,1.6,0.9,-0.3,2.8
O=C(c1ccco1)N1CCN(C(=S)NC2CC3CCC2C3)CC1 (stereo unspecified),-1.1,1.2,1.1,11.4,-1.1,2.8,-2.0,-1.1,0.4,0.6,1.5
Cc1ccc(S(=O)(=O)N(Cc2n[nH]c(=S)n2-c2ccccc2)c2cccc(Cl)c2)cc1,-1.1,2.9,0.3,2.7,-1.3,-0.5,-1.4,-1.7,0.4,0.5,-1.0
O=c1c2[nH]c3ccc(Cl)cc3c2ncn1Cc1ccccn1,1.5,0.6,0.6,4.8,0.7,1.8,-0.8,-0.7,0.2,-0.2,-1.6
O=C(NCC1CC1)c1cc2c(c(-c3cccc(-c4ccccc4F)c3)n1)[C@H](CCO)N(C(=O)CC1CC1)C2,-0.7,nt,-5.5,-16.4,-5.3,-3.5,-1.2,-1.7,0.3,nt,-3.7
Nc1nc(C2C(=O)CCCC2=O)cs1,3.2,-0.2,-0.1,-8.8,-3.8,-0.2,-0.5,1.4,1.1,0.5,-0.8
C/C(=N\NC(=O)C1CCCC1)c1ccc(Cl)cc1Cl,-1.5,3.6,0.7,4.9,0.4,-4.2,-0.5,0.8,0.3,0.0,-3.4
O=C(Nc1nc2ccccc2n1CCN1CCOCC1)c1cn(-c2ccccc2)nc1-c1ccccc1,-1.9,-1.0,0.0,2.0,0.7,7.2,-1.0,-1.2,-0.8,-0.2,-3.4
CC(=O)c1ccc(-c2nc3ccccc3n2C)o1,11.4*,3.2,0.9,7.3,2.5,1.8,-0.1,5.2,66.6*,0.5,1.8

# Compound activity from PubChem BioAssay.
